STK33 inh – blocks human STK33 kinase activity; AID 2661; purified STK33, MBP phosphorylation, ADP-Glo luminescence; inhibition, % at 10 µM; 320,000 compounds, 0.073% hits;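 active = inhibition at or above 25%, using the most active replicate where run in duplicate; inactive = inhibition below 25%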
Target sequence (Q9BYT3 whole entry, looked up): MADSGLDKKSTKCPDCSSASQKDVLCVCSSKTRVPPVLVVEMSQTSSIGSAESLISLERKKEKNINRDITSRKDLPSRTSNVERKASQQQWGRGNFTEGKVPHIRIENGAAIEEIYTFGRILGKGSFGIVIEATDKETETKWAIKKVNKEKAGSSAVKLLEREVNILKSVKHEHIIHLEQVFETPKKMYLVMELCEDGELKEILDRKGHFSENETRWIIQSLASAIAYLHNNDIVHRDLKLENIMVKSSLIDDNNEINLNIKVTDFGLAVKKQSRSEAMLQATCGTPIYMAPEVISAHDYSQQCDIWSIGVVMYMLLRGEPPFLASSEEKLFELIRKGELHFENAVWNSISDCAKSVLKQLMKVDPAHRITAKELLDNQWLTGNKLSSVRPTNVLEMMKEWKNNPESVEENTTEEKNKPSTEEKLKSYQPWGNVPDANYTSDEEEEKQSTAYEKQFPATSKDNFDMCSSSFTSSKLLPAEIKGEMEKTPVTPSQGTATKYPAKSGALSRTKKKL
OX1R antag – blocks the human orexin 1 receptor; AID 485270; O43613; OX1R-expressing cells, FRET antagonist read-out; inhibition, % at 6.6 µM; 330,000 compounds, 1.8% hits; in the data active = inhibition mostly above about 38%, no sharp cut-off; inactive = mostly below about 40%;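 also: 0% = agonist challenge alone and 100% = reference antagonist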
KCNQ2 block – KCNQ2 channel blockers in CHO-K1 cells – cell-based, FluxOR thallium flux, B-score, primary screen (AID 2156); O88943; 20 min; stronger effect = lower value; B-score at 10 µM; 310,000 compounds, 1.1% hits;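 active = fluorescence ratio B-score at most minus 3 library SDs, with starting brightness B-score within 2 library SDs, cut at about -5.5 in these data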
Numbers without * were called inactive; i = inactive; x = no result given.

OX1R antag,STK33 inh,KCNQ2 block,Molecule
7,1.3,i,CCc1ccc(S(=O)(=O)Nc2ccc(C)c(NS(C)(=O)=O)c2)cc1
-7,2.8,i,Cc1ccc(CNS(=O)(=O)c2cc3c(cc2C)NC(=O)CO3)cc1
-6,-0.5,i,CN(C(=O)c1ccccc1)C1(C)CCS(=O)(=O)C1 (stereo not given)
32,-2.4,i,O=C(CCN1C(=O)C2C3C=CC(C3)C2C1=O)N1CCN(c2ccc([N+](=O)[O-])cc2)CC1 (stereo not given)
9,0.3,i,CCOC(=O)/C(C#N)=C/c1cccc(F)c1
5,-1.6,i,CSc1nc2ccsc2c(=O)n1-c1cccnc1
17,-0.3,i,Nc1nccnc1C(=O)OCC(=O)C12CC3CC(CC(C3)C1)C2
6,0.0,i,CCCC(=O)N1CCN(c2ccc(NC(=S)NC(=O)CC)cc2)CC1
6,-0.3,i,FC(F)(F)c1cc(-c2ccccn2)nc2cc(-c3ccccc3)nn12
30,-0.8,i,Cc1noc(C)c1CSCC(=O)Nc1nc(-c2ccc(F)c(F)c2)cs1
16,4.3,i,c1ccc(-n2cnc3cc(NCc4ccco4)ccc32)cc1
58,-0.6,i,O=[N+]([O-])c1ccccc1/C=N/n1c(C(F)(F)F)n[nH]c1=S
15,0.4,i,CCc1nc(SCC(=O)Nc2ccccc2OC)n[nH]1
7,-1.0,i,C=CCn1c(SCC(=O)C(C)(C)C)nnc1-c1ccccn1
16,-0.2,i,CN(C)C(CNC(C(=O)Nc1ccc(F)cc1)c1ccccc1)c1ccccc1 (stereo not given)
6,0.2,i,Cc1cccc(C(=O)N/N=C/c2ccc[nH]2)c1
11,-2.3,i,N#Cc1nc(-c2ccccc2F)oc1N1CCN(C(=O)c2ccco2)CC1
35,-0.8,i,Cc1cc(C(=O)NNC(=S)Nc2ccccc2)nn1C
13,2.9,i,O=C(CSCC(=O)OCC(=O)c1ccc(Br)cc1)Nc1cccc2ccccc12
34,-3.4,i,S=C(NCc1ccc(Cl)cc1)Nc1ccc(Cl)cc1Cl
0,-1.0,i,Cc1ccc(CN(N=Nc2nonc2N)c2nonc2N)c(C)c1
9,-2.2,i,O=C(CCN1C(=O)/C(=C/c2ccccc2Cl)SC1=S)NCCc1ccc(O)cc1
16,-2.0,i,O=C(O)CC/C(=C\c1cc2c(cc1Br)OCO2)c1nc2ccccc2s1
11,-1.8,i,COc1ccc(-c2cn3c(C)c(C(=O)NCc4ccc5c(c4)OCO5)sc3n2)cc1
13,0.4,i,CC1CCCN(C(=S)Nc2ccc(Nc3ccccc3)cc2)C1 (stereo not given)
8,-0.9,i,COc1ccc(OC)c(NC(=S)N2c3ccccc3CC2C)c1 (stereo not given)
6,0.5,i,COc1ccc(C(=O)COc2ccc3c(C)cc(=O)oc3c2)cc1
11,-1.3,i,Cc1ccccc1C1CC(c2ccc(Br)cc2)Nc2nc(N)nn21 (stereo not given)
13,-0.1,i,CCC(=O)N1CCc2cc(S(=O)(=O)N3CCN(c4ccccc4)CC3)ccc21
4,0.2,i,CC1CCCN(Cc2nc3c(c(=O)n(C)c(=O)n3C)n2Cc2c(F)cccc2Cl)C1 (stereo not given)
5,-0.6,i,Cc1cc(C)cc(OCC(=O)Nc2nonc2NC(=O)COc2cc(C)cc(C)c2)c1
3,-4.5,i,COC(=O)c1ccc(CNCC(=O)Nc2ccc(C(=O)OC)cc2)cc1
9,-0.7,i,CCCCN(C)C(=O)CS(=O)(=O)Cc1nc(-c2cccc(OC)c2)oc1C
9,-0.2,i,COc1ccc(CCN2CC(C(=O)NCCc3ccc(C)cc3)CC2=O)cc1OC (stereo not given)
10,-2.3,i,Cc1cccc(CSc2nc3c(c(-c4cccs4)c2C#N)CN(C)CC3)c1
33,-0.9,i,Cc1nn(-c2ccccc2)c(-c2ccccc2)c1C(=O)O
13,0.5,i,CC1(C)CN(c2ccc(C(=O)c3ccccc3)cc2)C1=O
7,0.2,x,CCOc1ccc(CN(C)C(=O)c2ccc(S(=O)(=O)N(C)c3ccccc3OC)cc2)cc1
8,-0.5,x,CN(C(=O)CSc1nc2sc3c(c2c(=O)n1C)CCC3)C1CCS(=O)(=O)C1 (stereo not given)
10,-0.6,i,C[N+]1(C)CCC(=C2c3ccccc3CC(=O)c3sccc32)CC1
6,0.7,i,O=C(COc1ccccc1)NCC1(N2CCCCC2)CCCCC1
13,-1.3,i,CCOC(=O)c1cc(S(=O)(=O)N2CCN(C3CCCCC3)CC2)cn1C
23,-2.4,i,CCc1ccc(N2CC(C(=O)Nc3cc(C)on3)CC2=O)cc1 (stereo not given)
8,-2.2,i,O=C(NN1C(=O)C2C3C=CC([C@@H]2C1=O)C31CC1)c1ccccc1 (stereo not given in full)
26,1.2,i,O=C(c1ccc2c(=O)n(Cc3ccc(Cl)cc3)c(=S)[nH]c2c1)N1CCOCC1
26,x,i,Cn1cc(CC(=O)Nc2cccc(C#N)c2)c2ccccc21
18,-0.7,i,CSc1ccccc1NC(=O)c1c(Br)cnn1C
16,-0.3,x,COc1cc(NCc2ccccc2)c2ncn(Cc3ccccc3)c2c1
10,-1.7,i,CCN(CC)CCN(C(=O)c1ccc([N+](=O)[O-])cc1)c1nc2ccc(OC)cc2s1
2,0.2,i,COc1ccc(C=O)cc1OC1C=CCCC1 (stereo not given)
7,-2.0,i,COc1ccc(NS(=O)(=O)c2cn(C)cn2)cc1OC
14,-1.7,i,CC(C)C[C@H](NC(=O)[C@@H]1Cc2ccccc2CN1C(=O)OC(C)(C)C)C(=O)NCC1CCC(C(=O)O)CC1 (stereo not given in full)
21,-0.8,i,CCOc1ccccc1N(C(C)=O)S(=O)(=O)c1ccc(Cl)cc1
7,-1.7,x,Cc1cc(NC(=O)CN2C(=O)NC(c3ccccc3)(c3ccc(C)c(C)c3)C2=O)no1 (stereo not given)
14,-0.5,i,COCCCn1c(SCC(=O)NC(C)C)nnc1-c1ccccc1
23,0.6,i,C#CCn1c(=NC(=O)c2ccco2)sc2cccc(Cl)c21
3,-0.5,i,Cc1ccc(-n2cnnn2)c2cccnc12
6,0.1,i,CC(=O)N=C1SC2CS(=O)(=O)CC2N1c1cccc(Cl)c1Cl (stereo not given)
11,-3.2,i,CCN(c1ccccc1)S(=O)(=O)c1ccc(N)c(OC)c1
8,-1.4,i,Cc1cccc(-n2c(=O)cc(N3CCN(c4ccc(F)cc4)CC3)[nH]c2=O)c1

Other compounds follow.
OX1R antag,STK33 inh,KCNQ2 block,Molecule
8,1.0,i,COc1ccc(Cl)cc1NC(=O)CN(C)CC(=O)Nc1ccccc1C(F)(F)F
13,-0.8,i,CC(=O)OCc1nc2sc(C)c(C)c2c(=O)[nH]1
18,-0.8,i,COc1ccc2c(c1)CCc1c(C(=O)NCc3ccc(F)cc3)noc1-2
9,0.6,i,Cc1ccc(NS(=O)(=O)c2ccc(-n3cccn3)cc2)nc1
43,0.2,i,CCN(Cc1ccccc1)S(=O)(=O)c1ccc(OC)c2ncccc12
16,-0.5,i,CCc1ccc(NC(=O)C2CCN(S(=O)(=O)c3c(C)noc3C)CC2)cc1
9,x,i,O=c1[nH]c(/C=C/c2ccc3c(c2)OCO3)c([N+](=O)[O-])c(=O)[nH]1
27,0.1,i,O=C(Cn1cc2c(n1)CCCC2)NCc1cccc(Cl)c1
14,5.8,i,Cc1c(O)c(CN(C)C)cc2c1oc(=O)c1ccccc12
4,-1.3,i,CC(C)(C)c1ccc(OCCSc2nc3ccccc3n2CC(=O)O)cc1
9,-0.3,x,COc1cccc(NC(=O)CNC(=O)c2ccc(F)cc2)c1
1,0.0,i,O=C(CCc1nnc(COc2ccccc2)o1)NCc1ccccc1C(F)(F)F
19,-0.5,i,CCOCc1nnc(NC(=O)C2CCN(C(=O)C3CC(=O)N(c4ccc(C)cc4)C3)CC2)s1 (stereo not given)
14,1.0,i,CCCC(=O)Nc1ccc(C(=O)O)cc1NC(=O)CCC
31,0.9,i,O=C(CSc1nc2ccccc2c(=O)n1CC1CCCCC1)N1CCOCC1
16,0.4,i,CCOC(=O)C1(CCc2ccccc2)CCN(C(=O)CCn2cncn2)CC1
3,-1.0,i,CCN1CCN(c2ccc(NC(=O)c3ccc4c(c3)OCO4)cc2)CC1
27,-0.2,i,CCN(Cc1ccccc1)S(=O)(=O)c1ccc(C(=O)N(CCCN(C)C)c2nc3cc(OC)ccc3s2)cc1
5,-1.6,x,COc1ccc(/C=C/C(=O)OCC(=O)NCc2ccccc2)cc1OC
7,-0.2,x,CCNc1nc(NCC)n2c(SCC(=O)Nc3ccccc3OC(F)F)nnc2n1
9,-1.7,i,O=C(Nc1nccs1)C1CCN(S(=O)(=O)c2ccc(Cl)c(C(F)(F)F)c2)CC1
-5,-0.8,x,CSc1nc(N)nc2c1ncn2CC(=O)N[C@H](CO)Cc1c[nH]c2ccccc12
11,-0.7,i,Cc1ccccc1-n1c(SC(C)C(=O)N2CCN(C)CC2)nc2ccccc2c1=O (stereo not given)
10,-0.3,i,Cc1cccc(NC(=O)c2cc3ccccc3nc2C)c1
42,-3.2,i,Cn1c(SCC(=O)Nc2ccccc2[N+](=O)[O-])nnc1C(F)(F)F
8,-1.3,i,CN(c1ccccc1C(=O)N1CCN(c2cccc(Cl)c2)CC1)S(C)(=O)=O
-1,-0.6,i,OCC[C@@H]1C[C@@H](O)[C@H](O)[C@@]2(CCCO2)O1
8,-1.1,i,CN(C)c1nc(OCCNC(=O)Nc2ccccc2)nc(N2CCCCC2)n1
19,0.0,i,c1ccc(-c2nnc3ccc(N4CCCC4)nn23)cc1
13,-0.2,i,CCOc1ccc(NS(=O)(=O)c2ccc(-c3coc(C)n3)cc2)cc1
9,-1.3,i,Cc1ccccc1C(=O)Nc1ccc(S(=O)(=O)Nc2onc(C)c2C)cc1
22,-2.2,i,CC(C)(C)c1ccc(C(=O)NNC(=O)c2cccc(-n3cnnn3)c2)cc1
5,-3.3,i,N#CC1=C(N)SC(C(=O)c2ccccc2)C1c1cccs1 (stereo not given)
11,0.6,i,CCn1c(-c2cccc(S(=O)(=O)N3CCCC3)c2)n[nH]c1=S
0,0.7,x,Cc1nc(S/C(=C\c2ccc(OCc3ccccc3Cl)cc2)C(=O)O)n[nH]1
32,-0.4,i,CCCOc1ccc(C(=O)NCc2ccco2)cc1
19,0.3,i,CC(C)(C)OC(=O)N1CCC2(CC1)Oc1ccc(F)cc1C(=O)C21CC(c2ccc(Cl)cc2)=NO1 (stereo not given)
7,-1.3,i,CC(C)n1c(C(O)c2ccc3c(c2)OCO3)nc2ccccc21 (stereo not given)
x,-0.7,i,O=C(c1cccc(Cl)c1)N1CCN(c2ncccn2)CC1
x,0.4,i,CC(=O)c1ccc(NC(=S)N2CCCC2)cc1
9,-0.1,i,O=C(CCCn1nnnc1CN1CCOCC1)N1CCC(c2ccccc2Cl)C1 (stereo not given)
-3,-0.1,x,CC(OC(=O)C1CC1)C(=O)Nc1ncc(Cl)cc1Cl (stereo not given)
17,-0.3,i,CC(C)C1N(C(=O)CN2CCCCC2)CCN1S(=O)(=O)c1ccccc1 (stereo not given)
14,x,i,CCOc1ccc(C(C)NC(=O)C2CCCC2)cc1 (stereo not given)
7,-1.3,i,CC(C)CCOc1ccc(C(=O)N2CCCC2C(=O)O)cc1 (stereo not given)
25,-1.0,i,COC(=O)C(C)Sc1nc2c(c(=O)[nH]c(=O)n2C)n1CCC(C)C (stereo not given)

Screens deposited in PubChem BioAssay by several laboratories.
